Assay outcomes (PubChem BioAssay)
West Nile antiviral = West Nile virus antiviral activity, cell-based, CPE readout (AID 1621); West Nile virus-infected cells, CPE inhibition; higher % means a stronger effect; one-dose CPE inhibition, % at 10 µM; IC50 in µM for titrated hits; actives 0.02% (n = 290,000); in the data active = a potency from the dose series; inconclusive = CPE inhibition mostly from about 3.7% at the one dose, without a potency; inactive = the rest, 99 in 100 with CPE inhibition below about 2.2%; also: strong numbers were not always called active
Myeloid diff MLP = myeloid differentiation induction. actives 1% (n = 360,000). ER-HoxA9 myeloid progenitors, lysozyme-GFP differentiation, flow cytometry. calls only at 10 µM. AID 624256;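 active = normalized GFP-positive differentiation at or above the plate's own cutoff, the solvent-only control mean plus 3 SD; inconclusive = no clear call, values can overlap the other calls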;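 also: cells exposed to compound for four days before flow analysis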
RSV CPE inhibition = RSV antiviral activity via CPE protection, HEp-2 cells, primary 10 µM value included (AID 2391); actives 0.13% (n = 310,000); CPE inhibition, % at 10 µM; hits with a dose series show IC50 in µM; HEp-2 cells, RSV-induced CPE inhibition; higher % means a stronger effect; in the data active = a potency from the dose series; inconclusive = CPE inhibition mostly from about 23% at the one dose, without a potency; inactive = the rest, 99 in 100 with CPE inhibition below about 21%; also: strong numbers were not always called active
MgcRacGAP inhibition = MgcRacGAP GTPase-activating activity inhibitors, confirmation, biochemical, ADP Hunter fluorescence; MgcRacGAP-stimulated Rac1 GTP hydrolysis, ADP Hunter fluorescence; higher % means a stronger effect; GST-tagged Rac1 F28L mutant substrate; inhibition, % at 30 µM, or IC50 in µM where a hit was titrated; actives 0.6% (n = 340,000); AID 624330;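 active = first-screen hits whose inhibition reached a set limit at any dose in the follow-up dose series; inconclusive = inhibition above the set first-screen limit but never retested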;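 also: fluorescence reports GDP produced by GAP-driven GTP hydrolysis; strong numbers were not always called active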
T cell HTS = T cell immune modulators affecting CD8 T cell-vesicle binding. 2C CD8+ T cell-vesicle binding, flow cytometry; active compounds read low. calls only at 7 µM. actives 0.068% (n = 330,000);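 active = response, share of CD8 T cells binding vesicles, and their 90th percentile fluorescence all below set limits, cut at about 80% in these data, passing the limit was not always enough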
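incubation = binding step 1.5 h, 37 °C, antibody labelling 20 min, ice | test system = 2C mouse CD8+ T cells | read-out basis = percent CD8+ FL2 mean versus row control | controls = Peptide-free naked vesicles (low) and QL9 vesicles with 0.7% DMSO vehicle (high) | detection = flow cytometry of vesicle-bound cells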
Large T inhibition = SV40 large T antigen inhibitors, biochemical (AID 1903); actives 0.39% (n = 310,000); SV40 large T antigen ATPase/helicase inhibition assay; higher % means a stronger effect; inhibition, % at 20 µM, or IC50 in µM where a hit was titrated; in the data active = a potency from the dose series; inconclusive = inhibition mostly from about 32% at the one dose, without a potency; inactive = the rest, 99 in 100 with inhibition below about 32%; also: strong numbers were not always called active
b-catenin transl = alters nuclear translocation of beta-catenin in HeLa cells | immunofluorescence imaging | nuclear translocation activity, % at 5 µM | actives 0.3% (n = 190,000) | AID 1665;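 active = nuclear translocation activity above 50% at 5 µM, with a well cell count of 50 or more; inconclusive = wells under 50 cells across six images, flagged as toxic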;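 also: per-cell ratio of nuclear to cytoplasmic median beta-catenin stain intensity; plate controls were DMSO negative control for no effect and GSK-3 inhibitor IX positive control for full effect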
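System: Human HeLa cells, endogenous beta-catenin | Compound dosing: 5 µM primary, 0.02–20 µM confirmation | Timing: 24 h compound exposure at 37°C, 5% CO2 | Measured by: Fluorescence imaging of beta-catenin antibody stain plus DAPI | Read-out basis: % activation of per-cell nuclear versus cytoplasmic median beta-catenin signal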
WT yeast gro inh = growth inhibition of WT yeast, mitochondrial fusion screen. mitochondrial fusion phenotypic screen, WT strain. actives 2.1% (n = 190,000). inhibition, % at 10 µM; in the data active = inhibition above about 58%; tested in S. cerevisiae
PhoP inhibition = PhoP-dependent GFP reporter repression – Salmonella Typhimurium, primary screen (AID 1863); S. Typhimurium PhoP-regulated promoter GFP reporter, 4 h; higher % means a stronger effect; one-dose inhibition, % at 50 µM; IC50 in µM for titrated hits; actives 0.16% (n = 300,000);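 active = inhibition over 29.93%, a cutoff 3 SD above the screen mean, later confirmed by dose response; inconclusive = inhibition over 29.93% but no dose response follow-up; inactive = inhibition at most 29.93% or unconfirmed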;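 also: 0% = low Mg2+ inducing control and 100% = high Mg2+ repressing control; strong numbers were not always called active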
WT yeast gro inh mutant strain = second read-out of WT yeast gro inh, no call of its own (marks repeat the call); inhibition, %; mitochondrial fusion phenotypic screen, mutant strain inhibition
b-catenin transl cell count 5 µM = recorded beside b-catenin transl, whose call it bears; cell count; measured here: cell count, cytotoxicity flag
T cell HTS vesicle-bound % = further read-out of T cell HTS, marked with its call; double positive events, %; measured here: CD8+ vesicle-bound cell fraction;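 binding gate set so that unloaded-vesicle control wells show 10% double positive cells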
Myeloid diff MLP GFP+ MAC1+ % = also measured in Myeloid diff MLP; calls as there; GFP+ MAC1+ double positive, %; measured here: differentiation confirmed by MAC1 staining
* hit, by the source's call; i = inactive; ? = inconclusive; / = not tested or not shown; + = active, no number.

Screens in order: West Nile antiviral, Myeloid diff MLP, Myeloid diff MLP GFP+ MAC1+ %, RSV CPE inhibition, MgcRacGAP inhibition, T cell HTS, T cell HTS vesicle-bound %, Large T inhibition, b-catenin transl, b-catenin transl cell count 5 µM, WT yeast gro inh, WT yeast gro inh mutant strain, PhoP inhibition
CC1CCCC/C1=N\NC(=S)Nc1ccccc1 (stereo unspecified)
    -0.9%, i, 1.2, 2.1%, 5.0%, i, 31.3, 6.9%, 0.2, 969, -4.1, 27.3, 0.4%
Cc1ccc(NC(=O)CNCc2ccccn2)cc1S(=O)(=O)N(C)C
    0.7%, i, 0.6, 1.9%, 18.4%, i, 36.5, 17.4%, 1.0, 1028, -3.1, 4.3, 6.7%
O=C(NCc1ccco1)c1c(O)c2cccc3c2n(c1=O)CCC3
    -0.4%, i, 0.4, -0.7%, 15.7%, i, 45.2, 22.0%, -4.0, 852, -6.4, 9.9, -10.3%
Cc1ccc2cc(CN(CCO)Cc3nnnn3Cc3ccc(F)cc3)c(=O)[nH]c2c1
    0.1%, i, 0.8, 3.3%, 11.9%, i, 25.2, -2.8%, -0.1, 1117, 7.1, -0.6, 30.1%
CCc1sc(C(C2C(=O)CC(C)(C)CC2=O)C2C(=O)CC(C)(C)CC2=O)cc1[N+](=O)[O-]
    -1.4%, i, 0.3, 2.3%, 28.6%, i, 58.9, /, 1.6, 1039, 15.4, 5.3, /
Cc1ccc(/C=N/N2CCN(C3c4ccccc4-c4ccccc43)CC2)o1
    -0.7%, i, 1.0, 5.8%, 8.4%, i, 18.0, 15.8%, 0.1, 1308, /, /, -7.9%
CCn1cc(C(=O)OC)c(=O)c2cc(S(=O)(=O)N(C)C3CCCCC3)ccc21
    -0.9%, i, 0.7, 1.5%, 7.9%, i, 8.9, 6.3%, -2.4, 1037, -9.3, 8.6, -10.5%
Cc1nn(Cc2ccccc2Cl)c(C)c1NC(=O)NC12CC3CC(CC(C3)C1)C2
    0.0%, i, 0.6, ?, 1.8%, i, 48.0, 1.8%, /, /, 72.6*, 20.6*, 3.6%
Cc1cc2ncn(C3CC(=O)N(Cc4ccc(N5CCCC5=O)cc4)C3=O)c2cc1C (stereo unspecified)
    0.9%, i, 1.2, -0.4%, 2.7%, i, 36.2, 5.4%, 1.6, 1069, 3.7, 2.8, 44.9%
Cn1c(-c2sccc2OCc2ccc(Cl)cc2Cl)n[nH]c1=S
    -1.4%, i, 0.2, 1.8%, 7.5%, i, 51.5, 3.2%, -1.9, 1075, 64.0*, 52.3*, -0.5%
Cc1ccc2cc(/C=N/Nc3nc4ccccc4[nH]3)c(Cl)nc2c1
    -0.8%, i, 0.3, /, 10.6%, /, /, 5.4%, -1.4, 1066, 59.2*, 45.3*, -4.4%
Cc1ccccc1C1c2[nH]c3ccccc3c2C[C@H]2C(=O)N(c3ccccc3C(=O)NCCCN3CCOCC3)C(=O)N12 (stereo partly specified)
    -0.4%, i, 2.3, 1.8%, 3.8%, i, 44.8, 17.4%, /, /, /, /, 1.3%
CCNc1nc(NCC)n2c(SCC(=O)Nc3cc(Cl)ccc3OC)nnc2n1
    /, i, 0.4, 2.2%, 1.3%, i, 59.3, 30.3%, /, /, /, /, -4.1%
CCOC(=O)c1cc2c(ccn2C)n1CC(=O)N1CCN(c2cccc(C(F)(F)F)c2)CC1
    -0.8%, i, 2.0, 1.0%, -4.3%, i, 21.8, 8.6%, -0.8, 1352, -3.2, 2.4, -4.0%
O=C(CSc1nnc(-c2cccnc2)n1Cc1ccco1)c1ccc(Br)cc1
    -0.3%, i, 1.7, 1.1%, 10.4%, i, 55.7, 31.9%, -4.4, 1050, 5.8, 5.4, 13.7%
O=C(COC(=O)CNC(=O)c1cccs1)Nc1ccc(C(F)(F)F)cc1[N+](=O)[O-]
    /, i, 0.3, -1.5%, 6.2%, i, 41.9, 13.1%, /, /, /, /, -2.8%
COc1ccc(C2=NO[C@H]3C[C@](C(=O)NC(C)C)(S(=O)(=O)c4ccccc4)C[C@@H]23)cc1
    -0.2%, i, 1.1, -0.7%, 4.2%, i, 9.8, 3.1%, /, /, /, /, -0.4%
CC1CCC2(CC1)NC(=O)N(NC(=O)c1cc3ccccc3o1)C2=O (stereo unspecified)
    /, i, 0.2, 1.0%, 3.6%, i, 30.6, /, /, /, /, /, /
O=[N+]([O-])c1ccccc1-c1ccc(C(=S)N2CCCC2)o1
    0.4%, +, 1.2*, 8.8%, -17.6%, i, 38.1, 15.9%, -0.6, 1024, 14.8, 34.5, -0.8%
COC(=O)c1ccccc1NC(=O)CN1CCC(n2nnc3cc(F)ccc32)CC1
    -0.7%, i, 0.5, 2.6%, 8.8%, i, 5.9, 6.0%, 0.3, 1099, 6.0, 8.4, -4.1%
OCC(C#CCN1CCCCC1)NCc1ccccc1 (stereo unspecified)
    -0.8%, i, 2.4, -0.3%, 11.6%, i, 29.7, 12.9%, -1.0, 804, -6.9, -3.7, 15.5%
O=C1/C(=C\c2ccccc2Cl)SC(=S)N1CCC(=O)N1CCCc2ccccc21
    ?, i, 0.8, -2.0%, 8.5%, i, 42.4, -0.6%, -3.1, 1142, 17.6, -8.9, 1.9%
COc1cccc(/C=N/NC(=O)C(=O)N/N=C/c2cccc(OC)c2O)c1O
    0.7%, i, 0.1, /, /, /, /, 20.8%, 4.0, 1010, 8.3, -7.6, 11.4%
CCOC(=O)c1c(NC(=O)CSc2cccc[n+]2[O-])sc(C(=O)Nc2ccccc2)c1C
    -0.8%, i, 0.6, 6.6%, 7.6%, i, 24.9, 8.8%, 4.2, 938, -4.4, 1.5, 1.7%
O=C(Nc1ccc(F)cc1)N1CCN(c2nc3ccccc3s2)CC1
    -0.6%, i, 0.5, 6.4%, 11.7%, i, 54.0, 13.8%, 1.6, 1382, 7.7, -3.2, 9.7%
Cc1cc2c(=O)[nH]cnc2s1
    0.0%, i, 0.7, -1.3%, 12.7%, i, 43.8, 13.1%, -4.3, 1080, 15.8, -13.7, 8.1%
O=C(c1nc2ccc(Cl)cn2c1CNCCc1cnccn1)N1CCCCCCC1
    -1.1%, i, 0.1, 1.4%, 8.7%, i, 12.2, 9.8%, /, /, /, /, -6.5%
O=C1CCCN1c1ncc(S(=O)(=O)c2ccc([N+](=O)[O-])cc2)s1
    0.2%, i, 0.5, 0.9%, 13.0%, i, 32.3, 2.8%, 1.6, 1014, 9.0, 7.2, -1.6%
C=C(C)CN(CC)C(=O)CC1C(=O)NCCN1Cc1c(F)cccc1Cl (stereo unspecified)
    0.2%, i, 0.5, 2.6%, -1.2%, i, 62.3, 19.7%, -0.3, 1466, 9.3, 10.7, 0.8%
CC(=O)c1ccc(NC(=O)COC(=O)c2ccc(F)cc2F)cc1
    -0.2%, i, 0.6, 0.4%, 10.4%, i, 38.4, 10.8%, /, /, /, /, 1.6%
CCOC(=O)N1CCC(N2C(=O)c3ccc(C(=O)NCCOC)cc3C2=O)CC1
    0.4%, i, 0.4, 0.6%, 7.8%, i, 55.8, 6.0%, /, /, /, /, -2.7%
NNc1nnc2c3cc(F)ccc3n(CCc3ccccc3)c2n1
    -0.6%, i, 0.1, 0.8%, 0.0%, i, 56.9, 4.0%, /, /, /, /, /
O=C(O)C(CO)(c1ccccc1)c1ccccc1
    -0.3%, i, 2.3, -0.8%, -9.0%, i, 12.1, -0.2%, /, /, /, /, 8.5%
CC1CCc2c(C(=O)Oc3cccc(-n4cnnn4)c3)csc2C1 (stereo unspecified)
    -0.7%, i, 0.9, 9.0%, 8.7%, i, 29.3, 3.2%, -0.3, 1199, 60.5*, 21.9*, 7.7%
COc1ccc(OCCCC(=O)NCCc2nc3ccccc3[nH]2)cc1
    -0.5%, i, 0.2, -0.5%, -0.6%, i, 34.3, 9.7%, 0.1, 1045, -3.8, 6.8, 1.8%
Cc1c(C)c2ccc(OCC(=O)NC(Cc3ccc(Cl)cc3)C(=O)O)cc2oc1=O (stereo unspecified)
    0.7%, i, 4.0, 2.9%, 1.5%, i, 47.9, 4.4%, /, /, /, /, 2.8%
NS(=O)(=O)c1ccc(NC(=O)C2Cc3ccccc3CN2C(=O)c2ccco2)cc1 (stereo unspecified)
    -0.1%, i, 0.5, 2.2%, 17.1%, i, 45.6, ?, /, /, /, /, 4.8%
O=C(C1CCCCC1)N1CCN(S(=O)(=O)c2ccc(Br)cc2)CC1
    -0.6%, i, 0.5, 0.0%, 5.0%, i, 49.5, 5.6%, /, /, -17.7, -30.3, -1.9%
COc1ccc(CNC(=O)c2nn(-c3ccccc3)cc2OC)cc1
    -1.1%, i, 1.4, 5.9%, 7.8%, i, 36.4, 17.8%, /, /, /, /, -8.3%
CC(C)C(OC(=O)c1cccs1)C(=O)NCc1cccs1 (stereo unspecified)
    -0.5%, i, 0.5, 7.5%, 1.8%, i, 35.6, 1.5%, 2.0, 621, -4.0, -8.9, -4.7%
CCOc1ccc(N(CC(=O)NCc2ccc(F)cc2)S(=O)(=O)c2c(C)noc2C)cc1
    -0.2%, i, 1.7, -0.9%, 5.5%, i, 45.5, 5.6%, /, /, 13.3, 10.1, 1.9%
